Runt-SMMHC FRET: inhibitors of human RUNX1 Runt domain binding to CBFb-SMMHC | Q01196+Q13951 | Cerulean-Runt/Venus-CBFb-SMMHC FRET ratio 530/480, 1 h | inhibition, % at 20 µM | hit rate 0.74% among 220,000 | AID 1434;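 active = mean inhibition across duplicate retests at 20 µM reaching about 50%, limit read from the data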;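 note: 0% = DMSO wells and 100% = wells with excess untagged CBFb-SMMHC; inhibitors lower the FRET ratio by blocking Runt binding to CBFb-SMMHC; some results filed as inactive read as strong as hits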
p97 ATPase inh: inhibitors of human p97 ATPase; P55072; recombinant p97 ATPase, Kinase-Glo ATP luminescence, 3 h; inhibition, % at 8 µM; hit rate 0.42% among 220,000; in the data active = inhibition above about 15%;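 note: 0% = DMSO vehicle and 100% = wells lacking enzyme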
RBBP9 inh: human RBBP9 hydrolase inhibition; O75884; recombinant RBBP9, FP-Rh probe fluorescence polarization; inhibition, % at 7.94 µM; hit rate 0.2% among 220,000;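 active = inhibition above the campaign mean of all tested compounds plus 3 SD, cut at about 14% in these data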;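 note: plate controls were DMSO wells with RBBP9 for no effect and wells lacking RBBP9 protein for full effect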
Target sequence (O75884 whole entry, looked up): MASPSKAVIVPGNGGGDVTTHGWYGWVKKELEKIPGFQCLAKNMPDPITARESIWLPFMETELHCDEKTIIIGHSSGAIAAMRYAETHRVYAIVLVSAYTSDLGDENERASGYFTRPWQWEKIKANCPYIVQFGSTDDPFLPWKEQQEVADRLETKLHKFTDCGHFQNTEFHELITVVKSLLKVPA
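system = RBBP9 protein | input = RBBP9 at 2.5 µM in dispensed solution, before mixing | measured by = fluorescence polarization (mP), excitation 525 nm, emission 598 nm | incubation = enzyme-compound preincubation 30 min, then probe labeling 45 min, 25 °C | buffer or medium = Tris-NaCl-Pluronic buffer, pH 8.0 | compound = single dose 7.94 µM | also added = FP-Rh probe, 375 nM dispensing solution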
Hck-Nef inh: human Hck-Nef kinase inhibition. P08631. Recombinant Hck-YEEI plus Nef, Z-Lyte FRET kinase assay. inhibition, % at 20 µM. hit rate 0.68% among 220,000;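 active = Hck-Nef kinase inhibition above about 50%, limit read from the data; inactive = inhibition below that limit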;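 note: 0% = DMSO with Hck plus Nef and 100% = Hck alone without Nef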
NPY2 pot ag: potentiators or agonists of human neuropeptide Y receptor Y2. P49146. cells expressing NPY-Y2, potentiator/agonist read-out. activation, % at 3.6 µM. hit rate 0.45% among 220,000; in the data active = activation above about 27%;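 note: cells stimulated with NPY near EC25 plus isoproterenol at EC100; 0% = vehicle plus submaximal agonist and 100% = vehicle plus saturating agonist; some results beyond the cut were filed as inactive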
Target sequence (P49146 whole entry, looked up): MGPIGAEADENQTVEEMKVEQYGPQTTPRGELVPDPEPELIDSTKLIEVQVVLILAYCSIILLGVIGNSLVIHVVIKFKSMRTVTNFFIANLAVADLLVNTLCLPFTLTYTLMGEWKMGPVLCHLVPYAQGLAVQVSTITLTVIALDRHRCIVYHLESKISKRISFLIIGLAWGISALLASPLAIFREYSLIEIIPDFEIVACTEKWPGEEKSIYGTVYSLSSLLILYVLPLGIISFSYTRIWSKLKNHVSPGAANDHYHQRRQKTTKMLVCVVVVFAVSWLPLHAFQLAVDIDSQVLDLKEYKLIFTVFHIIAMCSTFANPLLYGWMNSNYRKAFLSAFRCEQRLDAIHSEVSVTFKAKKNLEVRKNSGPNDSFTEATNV
NPY Y1 blocker: NPY-Y1 (human) receptor antagonism. P25929. HEK293-CNG Y1 cells, membrane potential fluorescence; NPY at EC95, then isoproterenol. inhibition, % at 3.6 µM. hit rate 1% among 200,000. AID 1040;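 active = inhibition above the campaign mean inhibition of all tested compounds plus 3 SD, cut at about 20% in these data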;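 note: 0% = DMSO wells given NPY plus isoproterenol and 100% = isoproterenol alone without NPY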
Target sequence (P25929 whole entry, looked up): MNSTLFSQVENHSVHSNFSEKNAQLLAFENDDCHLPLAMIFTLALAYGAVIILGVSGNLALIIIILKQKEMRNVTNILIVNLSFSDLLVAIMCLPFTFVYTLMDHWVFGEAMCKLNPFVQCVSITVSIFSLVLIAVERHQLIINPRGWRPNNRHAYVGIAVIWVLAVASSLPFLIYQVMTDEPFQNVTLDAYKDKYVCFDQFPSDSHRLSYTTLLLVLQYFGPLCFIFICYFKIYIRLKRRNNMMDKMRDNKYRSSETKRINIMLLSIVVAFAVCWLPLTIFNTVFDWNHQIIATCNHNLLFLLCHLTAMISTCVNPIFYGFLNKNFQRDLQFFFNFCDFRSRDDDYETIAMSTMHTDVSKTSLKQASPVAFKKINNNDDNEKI
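Material: Y1- and CNG-channel-expressing HEK293 cells / Probe or stimulus: NPY 25 nM then isoproterenol 1 µM plus Ro 20-1724 25 µM / Doses: 3.6 µM single dose, DMSO 0.4% / Schedule: compound incubation 1 h at room temperature, readout 45 min post-stimulation / Signal: membrane potential fluorescence / Benchmarks: isoproterenol-only wells as full block versus NPY-plus-isoproterenol wells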
NPY1 pot ag: human NPY-Y1 potentiation or agonism, primary screen. NPY-Y1 expressing cells, potentiator/agonist activation. activation, % at 3.6 µM. hit rate 0.37% among 220,000; in the data active = activation above about 33%, passing the limit was not always enough;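 note: cells stimulated with NPY at EC10 then isoproterenol at EC100; 0% = low agonist plus stimulus and 100% = saturating agonist plus stimulus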
Runt-CBFb FRET: blocks binding of human RUNX1 Runt domain to CBFb; hit rate 0.46% among 220,000; Q01196+Q13951; Cerulean-Runt/Venus-CBFb FRET ratio 530/480, 1 h; inhibition, % at 20 µM;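 active = inhibition over about 50% at 20 µM in the single-dose screen, limit read from the data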;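 note: 0% = DMSO wells and 100% = excess unlabeled CBFb competitor control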
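Assay system: Cerulean-Runt domain fusion protein, energy donor; Signal: fluorescence energy transfer, 422 nm excitation, 530/480 nm emission; Timing: 1 h compound exposure, room temperature; Control set: unlabeled CBFb; Medium: Tris buffer pH 7.5 with salts and BSA; Compound: single test concentration of 20 µM, 1% DMSO final; Probe or stimulus: Venus-CBFb 100 nM.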
MDM2 E3 inh: inhibitors of human Mdm2 E3 ubiquitin ligase | signal enhancement, % at 5 µM | hit rate 0.11% among 210,000 | cell-based MDM2 ubiquitination luciferase reporter, 2 h; 0 = plate control, 100 = twice control, blank-subtracted | AID 1230 | Q00987;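 active = signal enhancement of 30% or more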;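 note: luminescence tracks abundance of the self-degrading MDM2-luciferase fusion protein; higher signal means inhibition of MDM2 E3 ligase activity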
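Buffer or medium: Cells held in DMEM | Assay system: Stable mammalian line carrying autodegrading MDM2–luciferase fusion reporter | Quantity: 2000 cells/well | Times: 4 h settle plus 2 h compound, 37 °C | Doses: One concentration, 5 µM, with 0.2% DMSO | Technique: Luminescence with SteadyLite reagent, 15 min at room temperature | Benchmarks: Plate controls and plate blanks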
* hit, by the source's call; / = not tested or not shown.

SMILES	Runt-SMMHC FRET	p97 ATPase inh	RBBP9 inh	Hck-Nef inh	NPY2 pot ag	NPY Y1 blocker	NPY1 pot ag	Runt-CBFb FRET	MDM2 E3 inh
Cc1ccccc1N1C(=O)CC(N2CCC(C(N)=O)CC2)C1=O (stereo unspecified)	-3.1	-0.8	-2.9	-23.6	-2.6	-2.9	-22.3	0.9	-14.2
Cc1cc(=O)oc2cc(NC(=O)CCCC(=O)O)ccc12	-4.8	-1.5	-6.0	0.1	1.2	8.4	26.5	-1.0	-9.4
Cc1ccc(N=C2NC(=O)/C(=C\c3cccs3)S2)cc1C	-3.0	-5.7	-10.5	1.6	7.1	6.0	5.6	-8.4	-2.0
O=c1[nH]c2ccc(S(=O)(=O)N3CCCCC3)cc2[nH]1	-5.6	4.1	-6.0	2.7	-6.1	4.3	-5.7	-3.5	-18.5
COc1ccc(-c2nnnn2CCc2ccccc2)cc1	-0.2	-0.4	-4.1	5.9	-7.3	0.1	0.1	0.3	-4.7
COc1ccccc1NC(=O)c1ccc(-c2ccccc2[N+](=O)[O-])o1	-4.2	8.7	-3.5	28.0	7.5	2.6	19.6	-0.6	-8.7
COc1ccc(CN2CCNC(=O)C2CC(=O)N(C)Cc2ccon2)c(OC)c1 (stereo unspecified)	-2.6	2.2	-2.9	17.3	-6.2	-0.1	-3.1	0.3	1.7
O=C1CC(/C=C/c2cccnc2)=Nc2ccccc2N1	4.0	3.6	0.3	-2.1	-14.3	-2.6	5.6	0.6	5.0
CC(=O)Nc1ccc(S(=O)(=O)/N=C2\SCCN2S(=O)(=O)c2ccc(NC(C)=O)cc2)cc1	/	3.3	-4.0	-1.2	-7.4	2.8	4.4	/	-19.1
Cc1nn(C)c(C(=O)Nc2ccc(Cn3cccn3)cc2)c1[N+](=O)[O-]	-1.2	2.4	-4.3	-27.7	-11.1	24.5*	9.7	-101.8	-20.4
Cc1cc(C)c(S(=O)(=O)Nc2ccnc(-c3cccnc3)n2)c(C)c1	-7.5	6.7	-6.1	25.8	7.1	-1.1	7.0	0.3	-23.1
N=c1c2c(-c3ccccc3)c(-c3ccccc3)n(Cc3ccco3)c2ncn1CCCn1ccnc1	3.3	2.6	-1.9	4.7	-20.4	57.2*	-149.5	-0.4	-0.4
O=C(CNC(=O)c1cccs1)OCC(=O)c1ccc2ccccc2c1	-4.8	-0.1	3.5	0.0	-13.3	5.6	-15.2	-1.7	-2.0
N#Cc1cnc(SCC(=O)Nc2ccccc2C(F)(F)F)nc1N	-0.7	-4.3	-8.5	-0.6	1.4	-4.6	0.4	-1.7	/
COc1ccccc1OCCOc1ccccc1/C=N/n1cnnc1	-1.6	2.5	-5.5	-5.3	6.6	1.3	7.1	0.5	-13.3
CCCCCCCCCCCCOC1OC(CO)C(O)C(O)C1NC(C)=O (stereo unspecified)	-2.2	6.1	-6.2	3.8	4.9	5.5	13.5	-2.9	10.6
COc1cccc(-c2csc(N3CCN(C(=S)Nc4ccccc4)CC3)n2)c1	1.3	-0.6	-5.2	1.0	9.2	-4.6	8.9	6.4	-20.2
CCOc1cc2c(cc1OCC)C(c1ccccc1)N(c1ccc(C(=O)O)cc1)C(=O)C2 (stereo unspecified)	-5.4	7.2	1.0	20.9	-5.5	/	23.6	2.1	/
C/C(=N\NC(=O)CSc1nc(C)[nH]c1[N+](=O)[O-])c1ccc(F)cc1	-8.2	7.8	7.3	4.7	-21.0	/	-2.4	1.7	-1.8
CCN1/C(=C/c2cc[n+](CCCS(=O)(=O)[O-])c3ccccc23)Sc2ccccc21	1.7	-2.9	-12.0	15.1	-4.3	1.3	-12.8	-8.5	-11.8
O=[N+]([O-])c1ccc(/C=N/n2cnc3ccccc32)s1	-4.5	4.3	1.9	0.5	15.4	-5.5	23.6	-0.6	-8.8
COc1ccccc1/C=C/C(=O)NCC(=O)N/N=C/c1ccccc1[N+](=O)[O-]	3.4	4.5	-3.7	5.6	-2.4	-2.8	-10.1	/	3.1
Cc1ccc(N2C(SCC(=O)O)=NC(=Nc3cccc(C)c3)C23CCCC3)cc1	4.3	3.0	1.8	22.7	70.3*	2.1	22.9	-6.5	-7.7
CC(C)OC(=O)Cn1nnc2c(cnn2-c2ccccc2)c1=O	5.0	-8.8	-2.4	-11.1	-27.1	7.8	-28.4	-0.3	0.9
O=C(NCCc1ccccc1)C1CCN(S(=O)(=O)N2CCCC2)CC1	-7.6	8.9	-4.8	-2.1	4.7	13.2	19.3	1.1	-6.0
COC(=O)C1=C(C)NC(=O)/C1=C\c1cccs1	0.2	-4.2	-2.9	-0.6	-1.1	0.0	-5.7	0.8	-12.4
COCCCNC(=S)N1CCN(C)CC1	2.4	-2.1	-7.5	6.8	-1.6	/	-3.3	1.7	/
Cc1ccc(NC(=O)CSc2nnc(-c3ccncc3)n2N)cc1C	-2.9	1.3	-8.3	0.3	-2.5	-0.4	-4.4	-0.5	-14.5
O=C(CN1CCCCCCC1)N/N=C/c1ccccc1F	-5.1	5.2	0.7	6.2	-2.5	-0.5	1.8	-1.3	-7.3
O=C(Nc1ccc2c(c1)OCO2)NC1(C(F)(F)F)Oc2ccccc2O1	0.4	3.7	-3.1	-25.4	-13.8	-5.1	-4.9	7.1	-11.2
COC(=O)CS(=O)(=O)c1ccc2c(c1)CC(=O)N2	-2.2	8.8	-4.7	1.6	-2.6	-0.2	-10.0	-2.8	-14.0
COc1ccccc1CNC(=O)c1ccc(Br)o1	-0.5	-2.4	-11.2	-3.5	-1.7	0.5	-26.0	-0.9	/
O=C(NC1CCS(=O)(=O)C1)c1cc(-c2ccccc2)nc2ccccc12 (stereo unspecified)	0.4	4.3	3.5	15.6	2.5	6.0	-5.6	-0.7	-14.2
CN1CCN(CCCNC(=O)c2cn(C3CCCCC3)c(=O)c3c2c2ccccc2n3C)CC1	0.5	23.2*	7.1	0.1	8.3	-3.5	10.6	2.3	-14.5
CCc1sc(N(C(=O)Cc2ccccc2)c2ccc(F)cc2)nc1-c1ccccc1	2.5	1.7	1.1	1.7	-5.5	1.0	7.7	1.3	-4.3
Cc1ccc(CNC(=O)COc2ccc3c(c2)CCC3)cc1	3.8	0.0	-1.4	6.0	-19.4	3.5	-10.6	-5.1	8.3
Cc1ccc(CN2CCSc3ccc(C(=O)NCc4ccco4)cc32)cc1	3.2	1.2	-2.8	31.9	-3.6	6.8	3.7	-0.5	-25.1
Cc1ccc(NC(=O)C(SCC(=O)O)c2ccccc2)cc1C (stereo unspecified)	3.4	-0.7	-6.6	-0.2	-10.0	0.5	-10.9	0.1	-13.4
Cc1ncc([N+](=O)[O-])n1CC(=O)NCCc1ccccc1	0.1	3.6	4.0	2.8	-5.0	2.0	-5.1	1.1	-19.1
O=C(NCc1cccnc1)c1cccc2c1C(=O)N(C1CCCCC1)C2	-4.2	1.4	-0.8	-4.9	15.4	-2.0	4.0	-2.3	-23.1
Nc1nc(-c2cccs2)cs1	60.4	4.6	-7.9	-1.4	-14.0	-0.2	-9.5	47.8	-7.1
CN(C)S(=O)(=O)c1cccc(NC(=O)COC(=O)CNC(=O)c2ccccc2F)c1	1.7	7.5	-12.7	15.7	-17.4	/	2.5	2.0	0.6
COCCN(C(=O)COc1ccc(Cl)cc1)c1nnc(-c2cccnc2)s1	-25.2	2.5	-7.0	-10.3	7.2	-5.8	-21.1	-7.2	-2.0
O=C(NCc1ccco1)C(=O)NCC1OCCN1C(=O)c1ccc(Cl)cc1 (stereo unspecified)	-0.5	-4.3	-6.9	16.9	-8.9	/	-13.0	0.4	-11.8
S=c1[nH]nc(CCc2ccccc2)n1-c1ccccc1	-38.1	-0.3	-6.4	7.1	-5.1	-7.9	3.5	9.5	4.1
Cc1ccc(N2CCN(S(=O)(=O)N3CCCCC3)CC2)c(C)c1	-2.0	2.4	-2.8	18.3	-13.9	1.2	9.7	-1.2	-0.8
Cc1cc(C)nc(NC2=NCC(=O)N2c2ccc(Cl)cc2)n1	-1.4	7.5	0.0	4.6	-7.8	0.0	-11.7	0.5	-3.0
Cc1cccc(/N=C/c2sc3ccccc3c2O)n1	-1.3	-5.5	-0.1	4.8	0.1	/	10.9	-1.0	-42.6
O=c1[nH]c(=O)n(CCc2ccc(F)cc2)c(O)c1C=NCc1ccc2c(c1)OCO2	-3.6	0.7	-0.3	8.9	-21.6	-4.4	-5.3	-0.8	-8.3
C/C(=C\C(=O)C(F)(F)F)Nc1cc(C)cc(C)c1	-8.5	-5.3	-8.4	0.3	1.6	4.3	-6.5	-2.1	-12.6
COc1ccc2nc(Nc3nc(CSc4nnc(C)s4)cc(=O)[nH]3)nc(C)c2c1	46.8	-1.7	-4.1	-0.9	-2.9	-4.8	0.0	-1.8	-10.0
CCOC(=O)c1c(NC(=O)c2cc(C)on2)c2cc([N+](=O)[O-])ccc2n1C	-24.9	4.8	-7.0	13.3	3.1	/	-3.4	-15.0	-8.7
COc1ccc(S(=O)(=O)NC2CCCCC2)cc1-n1cnnn1	-1.8	1.9	-6.1	24.4	-0.6	-2.9	9.7	0.9	-8.5
COC(=O)Nc1nnc(-c2ccccc2OC)s1	0.0	-0.1	-14.3	20.5	-23.6	/	-1.3	-0.3	-11.0
CC1(C)C(=O)Nc2ccccc2N1C(=O)CN1C(=O)C(=O)N(C2CCCC2)C1=O	-0.5	2.1	8.2	6.2	0.1	-3.3	22.6	1.6	-5.2
CC(=O)Nc1ccc(S(=O)(=O)N2CCSC2c2ccc(Cl)cc2)cc1 (stereo unspecified)	1.3	-9.3	-13.7	0.0	4.0	-4.8	-4.3	-2.5	-5.1
COc1cc(NC(=O)COc2ccc(-n3ccnc3)cc2)cc(OC)c1	-1.0	3.0	0.8	18.6	2.6	-4.4	-10.2	2.3	2.4
CN1CCN/C1=C(/C(Cl)=C(Cl)Cl)[N+](=O)[O-]	3.9	2.8	-0.2	24.1	-3.2	1.7	1.4	-0.4	0.5

Assay outcomes (PubChem BioAssay)

This is a random part of the collection, and some 3.5% of all compounds hit somewhere here.
